# High-throughput results: PubChem, National Center for Advancing Translational Sciences (NCATS)
# TRPV1 ag = human TRPV1 agonism. Q8NER1. TRPV1-expressing cells, Fluo-8 calcium influx, agonist mode. activation, % at 8.33 µM. 0.19% of 320,000 active; in the data active = activation above about 80%; inconclusive = between about 30% and that limit; note: 0% is about no effect
#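 Cells expressing TRPV1 were dye-loaded with Fluo-8 and read kinetically: 10 s baseline, 3 min after compound (agonist portion), then 2 min after EC20 capsaicin (allosteric enhancer portion). Calcium-bound dye fluorescence at 480/520 nm.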
# AT treatment = potential ataxia-telangiectasia treatments restoring KAP-1 phosphorylation; Potency, µM (series often up to 57.5 µM), without a hit: at the top dose activation, actives largely listed as activators; AID 485349; 0.19% of 320,000 active; […] A-T fibroblasts, KAP-1 phosphorylation AlphaLISA; neocarzinostatin DNA damage 30 min before lysis; note: potency is the fitted concentration of half-maximal effect; % of control where 0% means no effect; nearly all actives have a fitted effect of over 45% in size
#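 ATM-like activity read as KAP-1 phosphorylation via AlphaLISA donor/acceptor antibody pairs after lysis and 6 hr at 25C. Cells were ATM-null patient fibroblasts ([…], hTERT), dosed 60 min, then exposed to the DSB inducer NCS for 30 min.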
# Integrin act MD = integrin-mediated muscular dystrophy alleviation activation; alpha7betagal myoblasts, beta-gal FDG fluorescence, 48 h; Potency, µM (series often up to 38.3 µM), inactives show at the highest dose activation, most hits filed as activators; 0.064% of 350,000 active; AID 624291;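 note: potency is the fitted concentration of half-maximal effect; 100% = response of the positive control SU9516; nearly all actives have a fitted effect of over 60% in size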
#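 Alpha7betagal+/- myoblasts (passage 13) were plated 16-24 hr, then exposed to compounds (1:260 dilution of DMSO stock) for 48 hours at 37C. After MPER lysis, β-galactosidase reporter activity was read as FDG fluorescence (ex 480/em 540) after 30 minutes.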
# GALK inh = inhibitors of human galactokinase; AID 1868; 0.007% of 270,000 active; Purified GALK, Kinase-Glo residual ATP luminescence; P51570; Potency, µM (titrated, usually from 57.5 µM), inactives show at the top dose activity change, negative = inhibition, usual class: inhibitors; note: potency is the fitted concentration of half-maximal effect; % is set by controls: 0 for no effect and ±100 for the full control effect
#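 The enzyme phosphorylates galactose (100 uM) using ATP (35 uM); inhibition is detected as higher residual ATP, quantified by bioluminescence after 1 h reaction at room temperature, pH 8.0.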
# MBNL1-CUG inh = blocks human MBNL1 binding to CUG repeat RNA; Q9NR56; TR-FRET MBNL1-His/biotin-(CUG)12 binding, 665/545 ratio; Potency, µM (titrated, usually from 57.5 µM), for the others: at the highest dose activity change, negative = inhibition, most hits filed as inhibitors; 0.036% of 280,000 active; active = well fitted inhibition curve with a large enough effect in the signal ratio, with a control signal flat, not every such curve was filed as active; inconclusive = small, poorly fitted or top-dose-only effect, or effect the other way, or a change in a side signal; inactive = no such curve, though single readings can be large or run the other way; the % refers to the signal ratio; note: potency is the fitted concentration of half-maximal effect; % is set by controls: 0 for no effect and ±100 for the full control effect
#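 MBNL1-His + Biotin-(CUG)12, cpd titration 92 nM–58 uM; Tb anti-His Ab 0.055 ng/ul, SA-XL665 5 nM (final); 60 min RT; ratiometric 665/545 nm, Ex 340 nm; normalized to buffer and full-complex controls.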
# S-ASM inh = blocks human secretory acid sphingomyelinase; placental ASM, HMU-PC fluorogenic substrate, 60 min; 0.006% of 340,000 active; AID 504937; P17405; Potency, µM (top dose mostly 57.5 µM), for inactives: at the top dose activity change, negative = inhibition, hits mostly inhibitors; note: potency is the fitted concentration of half-maximal effect
#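 Fluorogenic HMU-PC substrate (9 uM final) is turned over by placental ASM in 60 min at 37 C after a 10 min compound preincubation. Reaction ended by alkaline stop (pH 10), with fluorescence read at 386/447 nm.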
# hERG WT inh = KCNH2 (human, wildtype) channel inhibition | Q12809 | U2OS, BacMam KCNH2, thallium flux FluxOr; stronger effect = lower value | activity change, % at 1.84 µM | 0.37% of 340,000 active | AID 720551;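 active = maximum activity change below -70%; inconclusive = maximum activity change between -70% and -50%; inactive = maximum activity change above -50%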; note: % is set by controls: 0 for no effect and ±100 for the full control effect
#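 U2OS cells were transduced with wild-type KCNH2 virus (2.03 x 10^8 / mL) for 4 h at room temperature, then cultured overnight at 37 C. Thallium flux was read with FluxOr dye. Rate constants were normalized to DMSO controls.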
# MLL CXXC-DNA inh = MLL CXXC-DNA interaction inhibition; MLL-CXXC / FITC-HOXA9 DNA fluorescence polarization; Potency, µM (top dose mostly 115 µM), for the others: at the top dose activity change, negative = inhibition, most hits filed as inhibitors; Q03164; AID 2662; 0.037% of 290,000 active; active = well fitted inhibition curve with a large enough effect in the polarisation, with a control signal flat, not every such curve was filed as active; inconclusive = small, poorly fitted or top-dose-only effect, or effect the other way, or a change in a side signal; inactive = no such curve, though single readings can be large or run the other way; the % refers to the polarisation; note: potency is the fitted concentration of half-maximal effect
#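 Fluorescence polarization: 7 uM MLL-CXXC (stock) preincubated 5 min with compounds, then 50 nM fluorescein-HOX-A9 DNA (stock) added; 30 min ambient. Buffer 50 mM Tris-HCl pH 7.5, 50 mM NaCl, 1 mM DTT, 0.05% BSA.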
# FBPA coupling cs = counter-screen for Giardia aldolase inhibitors: coupling enzyme system. coupling enzyme system counterscreen, AmpLite Red fluorescence. 0.67% of 290,000 active. activity change, negative = inhibition, % at 58.2 µM, hits read low; in the data active = activity change below about -30%; note: % is set by controls: 0 for no effect and ±100 for the full control effect
#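 First, compound is pin-transferred into glyceraldehyde-3-phosphate coupling-enzyme reagent at 57.5 uM final and held 10 min at RT. Next, substrate, coupling system and AmpLite Red are added. After 20 min RT, fluorescence (525/598 nm) is read.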
# KCNH2 3.1 block = blocks the human KCNH2 3.1 channel isoform; U2OS KCNH2 3.1, thallium flux FluxOr; stronger effect = lower value; activity change, % (tested at about 1.8 µM); 0.95% of 340,000 active; AID 720553;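 active = maximum activity change below -70%; inconclusive = maximum activity change from -70% to -50%; inactive = maximum activity change above -50%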;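 note: thallium influx rate constant from kinetic fluorescence after stimulation buffer; % is set by controls: 0 for no effect and ±100 for the full control effect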
#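 U2OS cells transduced with KCNH2 3.1 mutant virus (1.77 x 10^8 /mL, 4 h), plated overnight at 37 C, loaded 45 min with FluxOr dye plus Red40 quencher. Thallium flux rate constant from kinetic reads after stimulation buffer, normalised to controls.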
# An asterisk follows results filed as active; i = inactive; ? = inconclusive; . = no result given; [ ] = another dose, or the depositor's remark. Unless noted, calls come from the whole dose curve; as a rule, active = well fitted curve in the direction sought with a large enough effect; inconclusive = small, poorly fitted or top-dose-only effect, or another doubt; inactive = no such curve, though single readings can be large; an effect the other way counts as inactive or inconclusive. This is a random part of the collection, and some 2% of all compounds hit somewhere here.
SMILES,TRPV1 ag,AT treatment,Integrin act MD,GALK inh,MBNL1-CUG inh,S-ASM inh,hERG WT inh,MLL CXXC-DNA inh,FBPA coupling cs,KCNH2 3.1 block
COc1ccc(C(=O)N2CCN(c3ncccn3)CC2)cc1S(=O)(=O)N1CCOCC1,4,12%,38%,.,.,4%,-2,.,.,-16
O=C(Nc1c(Br)cc2c(c1Br)Cc1cc([N+](=O)[O-])ccc1-2)C(Cl)Cl,.,.,-30%,.,.,0%,7,.,.,-8
O=C(CSc1nc(=O)n2ccccc2n1)N1N=C(c2cccs2)CC1c1ccc(F)cc1 (configuration not stated),0,0%,-39%,.,.,-6%,21,.,.,-12
CC(C)=Nc1ccccc1C1COC(=O)C1=N (configuration not stated),1,2%,-2%,.,2%[11.5 µM],11%,-8,-4%,-2,-1
N#Cc1ccc(OCc2nnc(SCC(=O)c3ccccc3)n2-c2ccccc2)cc1,5,2%,18%,-1%,2%,-4%,24,2%,2,?
Cc1ccc(C)c(-n2c3nc(=O)n(C)c(=O)c-3cc3ccccc32)c1,4,12%,-42%,0%,?,.,-5,-5%,1,1
COC(=O)c1cc(C#N)c(Oc2ccc(F)cc2)nc1C,2,5%,-9%,-1%,1%,-3%,1,-18%,1,3
CCOC(=O)CSc1nnc2c3ccccc3n(C)c2n1,2,-8%,11%,.,38%[activator],0%,2,4%,0,-3
O=C(NC(=S)Nc1ncccn1)c1ccc(Cl)cc1Cl,4,-1%,10%,-2%,-9%,2%,-28,1%,-1,2
CCc1cccc(OCCn2nc(C(=O)O)c3ccccc3c2=O)c1,-1,0%,10%,1%,3%,-12%,-11,27%,-7,-22
Cc1ccc(Cn2c(C3CCCN3c3nc(C)cs3)nc3cc(C(F)(F)F)ccc32)cc1 (configuration not stated),23,4%,4%,.,3%,-6%,7,3%,-1,1
CC1(C)CC(=O)C(CC(=O)NC2CCCc3ccccc32)C(=O)C1 (configuration not stated),2,2%,?,-3%,-10%,3%,-8,15%,3,-5
Cc1ccc(S(=O)(=O)NCC(c2ccc3c(c2)OCO3)N2CCOCC2)cc1 (configuration not stated),15,-3%,-13%,.,.,2%,5,.,.,8
CC(C)C[C@]1(c2ccccc2)ON(c2ccccc2C(F)(F)F)C1=O,8,14%,21%,.,.,-7%,5,.,.,21
COc1ccc([N+](=O)[O-])cc1NC(=O)CCS(=O)(=O)c1ccc(Br)cc1,2,1%,-39%,-1%,?,-2%,0,-8%,-3,-15
Clc1ccc(OCc2nnc(-c3ccccc3Br)o2)c(Cl)c1,17,-13%,-8%,1%,0%,-5%,-15,-7%,-1,-18
COc1ccc(O)c(-c2[nH]ncc2C(=O)c2ccccc2)c1,1,1%,19%,7%,3%,-1%,-6,-4%,-11,2
Cc1cc(F)ccc1S(=O)(=O)Nc1ccc(C(=O)N(C)Cc2ccco2)cc1,-7,4%,-17%,.,.,1%,-7,.,.,7
COc1ccc(C2C(C(=O)Nc3cccnc3)=C(C)Nc3nc(-c4ccco4)nn32)cc1 (configuration not stated),2,8%,-11%,1%,-6%,1%,-5,20%,-1,0
CCS(=O)(=O)c1ccc2c(c1)NC(=O)C(CCCl)O2 (configuration not stated),0,-1%,-10%,1%,-1%,0%,-36,-13%,4,10
CC1=C/C(=C\c2ccc(Br)o2)C(=O)O1,-5,0%,-1%,-1%,-13%,3%,4,-5%,-1,5
COc1ccc(Cl)cc1NC(=O)CN(C)C(=O)c1ccc(COc2ccccc2)cc1,4,8%,-24%,.,.,-9%,2,.,.,-13
O=C1CN(C(=O)CSc2nnc(C3CC3)n2-c2ccccc2)c2ccccc2N1,0,.,-12%,-1%,-9%,-1%,-8,10%,2,0
O=C(Nc1ccccc1)Nc1nc(-c2ccc(Cl)cc2)cs1,14,-5%,21%,0%,?,1%,-35,8%,-1,.
CC(C)(C)SCCNC(=O)/C=C/c1ccccc1,?,-3%,8%,13%,-1%,-1%,-4,-1%,3,-10

# An excerpt from above in order of their number in TRPV1 ag, ascending:
molecule	TRPV1 ag
O=C(CSc1nc(=O)n2ccccc2n1)N1N=C(c2cccs2)CC1c1ccc(F)cc1 (configuration not stated)	0
COc1ccc(O)c(-c2[nH]ncc2C(=O)c2ccccc2)c1	1
O=C(NC(=S)Nc1ncccn1)c1ccc(Cl)cc1Cl	4

# Sorted by number of heavy atoms (lowest first): part of the list above.
SMILES,TRPV1 ag,AT treatment,Integrin act MD,GALK inh,MBNL1-CUG inh,S-ASM inh,hERG WT inh,MLL CXXC-DNA inh,FBPA coupling cs,KCNH2 3.1 block
CC(C)=Nc1ccccc1C1COC(=O)C1=N (configuration not stated),1,2%,-2%,.,2%[11.5 µM],11%,-8,-4%,-2,-1
CC(C)(C)SCCNC(=O)/C=C/c1ccccc1,?,-3%,8%,13%,-1%,-1%,-4,-1%,3,-10
CC(C)C[C@]1(c2ccccc2)ON(c2ccccc2C(F)(F)F)C1=O,8,14%,21%,.,.,-7%,5,.,.,21
N#Cc1ccc(OCc2nnc(SCC(=O)c3ccccc3)n2-c2ccccc2)cc1,5,2%,18%,-1%,2%,-4%,24,2%,2,?
COc1ccc(C2C(C(=O)Nc3cccnc3)=C(C)Nc3nc(-c4ccco4)nn32)cc1 (configuration not stated),2,8%,-11%,1%,-6%,1%,-5,20%,-1,0

# Additional records follow.
SMILES,TRPV1 ag,AT treatment,Integrin act MD,GALK inh,MBNL1-CUG inh,S-ASM inh,hERG WT inh,MLL CXXC-DNA inh,FBPA coupling cs,KCNH2 3.1 block
COc1ccccc1N1CCN(C(=O)c2ccccc2SCC(=O)N2CCCC2)CC1,-5,?,16%,.,.,1%,-16,.,.,5
COc1ccc(CCNCc2cc3ccc(C)cc3[nH]c2=O)cc1OC,2,1%,-8%,0%,-6%,2%,.,-2%,-2,-12
COC(=O)c1c(NC(=O)CN(C)CC(=O)Nc2ccc(C)cc2)sc2c1CCC(C)C2 (configuration not stated),1,2%,-33%,.,.,-18%,-2,.,.,-4
Cc1cccc(C)c1NC(=O)C1c2ccccc2Oc2ccccc21,3,27%,-4%,0%,.,-2%,-8,1%,-1,-15
CC(=O)Nc1ccc(Nc2nnc(-c3ccc(C)c(S(=O)(=O)NCC4CCCO4)c3)c3ccccc23)cc1 (configuration not stated),-4,5%,7%,11%,?,-3%,4,1%,1,-5
CSc1sccc1/C=N/NC(=O)c1ccncc1,1,1%,0%,.,8%[11.5 µM],1%,.,-2%,1,-20
CNC(=O)/C(C#N)=C/c1c(N2CC(C)OC(C)C2)nc2ccccn2c1=O (configuration not stated),6,-2%,0%,2%,?,i,18,-4%,7,-4
O=C(NCCc1c[nH]c2ccccc12)C(F)(F)F,-7,14%,-12%,-1%,-19%,1%,1,-10%,-10,-9
Cc1cccc(NC(=O)CN(CC2CCCO2)C(=O)c2cc(S(=O)(=O)N(C)C)ccc2F)c1C (configuration not stated),.,-13%,3%,.,.,-1%,-1,.,.,-13
COc1ccc(-c2nc(CS(=O)CC(=O)NCc3ccc(Cl)cc3)c(C)o2)cc1OC (configuration not stated),0,0%,-35%,-4%,-3%,-1%,-11,14%,3,6
O=S1(=O)CCC(n2nccc2-c2ccccc2)C1 (configuration not stated),-4,13%,-17%,4%,-1%,37%,-1,12%,2,-23
COCCCNC(=O)c1ccc(N2CCCC2)c(NS(=O)(=O)c2ccc(C)cc2)c1,-2,13%,-9%,2%,0%,-2%,2,-18%,-16,16
COc1ccc(-n2c(COc3cccc(C)c3)nnc2SCC(=O)NCc2ccco2)cc1,.,9%,-15%,1%,-12%,-2%,1,-7%,2,3
CCOC(=O)C1C(=O)NC(N2CCN(Cc3ccccc3)CC2)=NC1c1ccco1 (configuration not stated),-3,-3%,23%,18%,-5%,4%,-21,0%,1,5
Cc1ccc(OC2=NS(=O)(=O)c3ccccc32)cc1,1,-2%,3%,2%,2%,-2%,6,-4%,1,1
CCCCn1cnc2c(SCc3ccccn3)nc(N)nc21,.,.,-2%,.,.,6%,14,.,.,1
CCOC(=O)Cc1csc(NC(=O)CCCC(=O)O)n1,-4,-3%,16%,1%,.,-1%,-2,-4%,-2,-1
O=C(NNc1nc(-c2ccccc2)c2cc(Br)ccc2n1)c1ccc(S(=O)(=O)N2CCCCC2)cc1,-3,-1%,21%,3%,0%,-7%,0,0%,6,-20
CCc1nn(C)c(-c2n[nH]c(=S)n2N)c1Cl,1,-4%,3%,2%,-12%,4%,-3,3%,0,-2
